TDP1 block: qHTS Assay for Inhibitors of Tyrosyl-DNA Phosphodiesterase (TDP1); Tyrosyl-DNA phosphodiesterase 1 (Homo sapiens), Q9NUW8; AID 485290, 2010; recombinant TDP1, AlphaScreen DNA substrate cleavage; actives 0.28% (n = 350,000); Potency, µM (titrated, usually from 130 µM), inactives show at the top dose activity change, negative = inhibition, actives largely listed as inhibitors; further: nearly all actives have a fitted effect of over 40% in size
Target sequence (Q9NUW8 whole entry, looked up): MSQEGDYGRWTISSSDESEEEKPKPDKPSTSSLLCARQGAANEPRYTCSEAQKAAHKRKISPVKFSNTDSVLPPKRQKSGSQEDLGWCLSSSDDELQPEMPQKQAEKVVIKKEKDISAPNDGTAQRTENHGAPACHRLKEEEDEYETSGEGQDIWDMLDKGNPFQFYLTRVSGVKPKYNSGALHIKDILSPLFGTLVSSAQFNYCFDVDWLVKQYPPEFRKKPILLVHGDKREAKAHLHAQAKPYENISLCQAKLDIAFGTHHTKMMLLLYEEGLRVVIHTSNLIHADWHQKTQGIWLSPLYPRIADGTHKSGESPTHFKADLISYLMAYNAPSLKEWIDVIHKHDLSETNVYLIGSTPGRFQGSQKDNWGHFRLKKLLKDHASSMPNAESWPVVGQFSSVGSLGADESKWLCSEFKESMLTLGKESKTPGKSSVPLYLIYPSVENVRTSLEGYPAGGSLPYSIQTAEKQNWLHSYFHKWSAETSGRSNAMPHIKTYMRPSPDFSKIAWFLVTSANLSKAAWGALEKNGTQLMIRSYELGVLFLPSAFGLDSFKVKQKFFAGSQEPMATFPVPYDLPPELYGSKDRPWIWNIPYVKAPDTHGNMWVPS
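Enzyme-compound mixtures sat 15 min at room temperature, followed by a 5 min reaction with 15 nM final substrate and 10 min with AlphaScreen beads. Recombinant human Tdp1 was used at 1 nM final.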
N370S GC: qHTS Assay for Inhibitors and Activators of N370S glucocerebrosidase as a Potential Chaperone Treatment of Gaucher Disease; Lysosomal acid glucosylceramidase (Homo sapiens), P04062; N370S GC spleen homogenate, 4MU-glucoside fluorescence; Potency, µM (doses to about 59.4 µM), inactives show top-dose activity change, negative = inhibition, actives largely listed as inhibitors; actives 0.092% (n = 330,000); AID 2101, 2009;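 further: 0% = full enzyme activity and -100% = no enzyme basal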
FEN1 inh: qHTS Assay for the Inhibitors of Human Flap endonuclease 1 (FEN1) | P39748 | Recombinant FEN1 flap cleavage, fluorescence, 15 min | Potency, µM (doses to about 114 µM), for inactives: at the highest dose activity change, negative = inhibition, hits mostly inhibitors | actives 0.35% (n = 390,000); further: nearly all actives have a fitted effect of over 65% in size
Target sequence (P39748 whole entry, looked up): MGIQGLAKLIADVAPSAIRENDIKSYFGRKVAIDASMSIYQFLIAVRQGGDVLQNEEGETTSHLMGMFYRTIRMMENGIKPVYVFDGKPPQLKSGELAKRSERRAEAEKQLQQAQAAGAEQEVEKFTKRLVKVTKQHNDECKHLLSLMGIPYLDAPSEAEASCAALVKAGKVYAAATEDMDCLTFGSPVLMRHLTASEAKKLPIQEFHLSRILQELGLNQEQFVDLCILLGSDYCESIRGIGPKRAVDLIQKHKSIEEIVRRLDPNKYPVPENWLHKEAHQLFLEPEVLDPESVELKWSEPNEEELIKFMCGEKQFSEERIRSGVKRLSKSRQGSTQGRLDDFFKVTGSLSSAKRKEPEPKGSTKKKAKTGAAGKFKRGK
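Quantitative HTS format: each compound was titrated, incubated with 10 nM nuclease for 15 min at room temperature, then challenged with flap substrate at 50 nM final. Signal change over 15 min gave concentration–effect curves.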
An asterisk follows results filed as active; ? = inconclusive; . = no result given; & = joins results of further samples; [ ] = dose if it differs, or a comment. The call rests on the fitted dose curve; in most records, active means well fitted curve in the direction sought with a large enough effect; inconclusive means small, poorly fitted or top-dose-only effect, or another doubt; inactive means no such curve, though single readings can be large; an effect the other way counts as inactive or inconclusive. Unless noted, on the % scale 0 is the no-effect control and ±100 the full control effect; potency means the concentration at half of the fitted maximal effect.

#1 Cc1ccccc1OCCNC(=O)CSc1ccc(C(F)(F)F)cc1[N+](=O)[O-]
#2 O=C(NNC(=S)NCCCN1CCOCC1)c1ccncc1
#3 CC(C)CCNc1nc2c(cc1C#N)COC(C)(C)C2
#4 O=C(C[C@H]1C[C@H](C(=O)N2CCOCC2)[C@@]2(CCC3CCCC3)c3[nH]c4cc(-c5ccco5)ccc4c3CCN2C1=O)NCc1ccco1
#5 CC(=O)c1ccc(NC(=O)C(C)Oc2ccc(N(C)S(=O)(=O)c3ccc(C)cc3)cc2)cc1 (stereo not given)
#6 COc1cc(OC)cc(C(=O)NC(C)c2ccc(Br)cc2)c1 (stereo not given)
#7 CN1C(=O)CC(c2ccccc2)CC1=O
#8 CCOC(=O)c1c(C)[nH]c(C(=O)OCC(=O)NCCc2ccc(OCC)c(OCC)c2)c1C
Compound | 1 | 2 | 3 | 4 | 5 | 6 | 7 | 8
TDP1 block | 0.0% | -2.6% | 4.5% | -6.2%[56.1 µM] | -2.3% | 0.0% | -1.3% | .
N370S GC | 7.2% | 0.5% | 15.6% | . | . | 16.1% | -9.0% | -7.2%
FEN1 inh | -3.9% | 0.0% | 9.8% | -26.4% | -17.8% | -11.2% | -9.7% | -2.0%

#9 Cc1ccc2nc(N3CCN(Cc4ccc(F)cc4)C3=O)c(C)cc2c1
#10 COc1ccc(C2=NOC(C(=O)Nc3cc(C)on3)C2)cc1OC (stereo not given)
#11 COc1ccc2nc(NC(=O)c3ccc(F)cc3)sc2c1
#12 COc1ccc(CNC(=O)C(C)Cc2ccccc2)cc1O (stereo not given)
#13 CCOC(=O)C1=CNS(=O)(=O)NC1c1ccc(C[C@H](NC(=O)CNC(=O)CCc2ccccc2)C(N)=O)cc1 (stereo not given in full)
#14 COc1ccc(-n2c(=O)cc(N3CCN(c4ccccc4F)CC3)[nH]c2=O)cc1
#15 Cc1ccc(CNC(=O)C(=O)NCC(c2ccco2)S(=O)(=O)c2ccccc2)cc1 (stereo not given)
#16 COc1cc2ccccc2cc1C(=O)Nc1cc(-c2nc3ccccc3o2)ccc1C
Compound | 9 | 10 | 11 | 12 | 13 | 14 | 15 | 16
TDP1 block | 3.8% | 6.5% | . | 3.9%&-0.9% | 0.9%[56.1 µM] | 0.0% | 11.6% | -3.1%[12.3 µM]
N370S GC | -3.6% | -3.4% | -3.2% | 2.3%&8.3% | . | 7.0% | . | .
FEN1 inh | -16.5% | 13.1% | 21.2% | -3.3% | -14.7% | 1.1% | -2.1% | 10.8%

#17 Brc1ccc(/C=N/c2nc3ccccc3n2CCN2CCOCC2)cc1
#18 CC1(C)CC(=O)C(C=NCC(O)c2ccccc2)=C(O)C1 (stereo not given)
#19 CN(Cc1ccccc1)C(=O)Cn1c(=O)c2cccn2c2ccc(F)cc21
#20 Cc1nnn(C23C[C@@H]4C[C@@H](CC(C(=O)N5CCN(c6ccccc6)CC5)(C4)C2)C3)n1
#21 O=C(Nc1cccnc1)C1(c2ccccc2)CCCC1
#22 CCOC(=O)N1CCN(CCC(=O)Nc2cc(OC)cc(OC)c2)CC1
#23 O=C(NCc1cccnc1)C1CCCN(S(=O)(=O)c2ccc(Cl)cc2)C1 (stereo not given)
#24 CN(CC(=O)Nc1ccncc1)S(=O)(=O)c1ccc(Br)cc1
Compound | 17 | 18 | 19 | 20 | 21 | 22 | 23 | 24
TDP1 block | 1.9% | 3.3% | 0.0% | 1.4% | 4.5% | 4.2%[56.1 µM] | 3.3% | 0.0%
N370S GC | -8.4% | 0.6% | . | 7.3% | 6.0% | 2.7% | -4.1% | -26.9%
FEN1 inh | -6.3% | 5.0% | 0.1% | -8.7% | 2.1% | -1.5% | -2.2% | -3.3%

#25 CCOC(=O)C(Sc1nn(C)c(=S)s1)C(C)=O (stereo not given)
#26 CCOc1ccc(N(CC(=O)N/N=C(\C)c2cccc(NC(C)=O)c2)S(=O)(=O)c2ccccc2)cc1
#27 CCOc1ccc(CN2CCN(Cc3cc4ccccc4o3)CC2CCO)cc1 (stereo not given)
#28 Cc1cc(C)n(-c2ccc(C(=O)OCC(=O)Nc3ccc(Cl)cc3[N+](=O)[O-])cc2)n1
#29 CCc1cccc(OCC(=O)Nc2ccccc2N2CCCC2)c1
#30 COc1ccc(S(=O)(=O)N2CCN(S(=O)(=O)c3ccc(OC)cc3)CC2)cc1
#31 Cc1cc(C)n(Cc2n[nH]c(=S)n2Cc2ccccc2)n1
#32 O=C(COC(=O)c1cc[n+]([O-])cc1)Nc1c(Cl)cccc1C(F)(F)F
Compound | 25 | 26 | 27 | 28 | 29 | 30 | 31 | 32
TDP1 block | 9.1% | . | . | 5.4% | 11.9% | -1.2% | 4.0% | .
N370S GC | ? | -3.1% | -16.3% | 10.1% | -3.1% | -6.4% | 9.8% | -3.3%
FEN1 inh | 5.3% | -1.8% | -15.9% | -11.2% | -22.2% | . | 12.3% | 1.3%

#33 CCc1ccc(OCCOCC(O)CN2CCN(Cc3ccc(Cl)cc3)CC2)cc1 (stereo not given)
#34 COc1cccc(CN2CCNC(=O)C2CC(=O)NCCn2nc(C)cc2C)c1OC (stereo not given)
#35 CCc1cc(-c2n[nH]c(=S)n2-c2ccccc2C)cs1
#36 CC(NC(=O)[C@H](Cc1c[nH]c2ccccc12)NC(=O)[C@@H]1Cc2ccccc2CN1)c1ccccc1 (stereo not given in full)
#37 O=[N+]([O-])c1ccc(Sc2cccc3cccnc23)cc1
#38 Nc1nnc(CC(=O)N2CCCCC2)s1
#39 COc1ccc(C(=O)OCC(=O)NC2CC2)cc1S(=O)(=O)N1CCOCC1
#40 CN(C)C(=O)c1ccc(N/C=C(\C=O)c2nc3ccccc3o2)cc1
Compound | 33 | 34 | 35 | 36 | 37 | 38 | 39 | 40
TDP1 block | 2.7% | 3.6% | 5.2% | . | 6.6% | 7.8% | 5.4% | 2.5%
N370S GC | -21.9% | -3.8% | -2.8% | -7.1% | 9.4% | 2.5% | 8.1% | -22.0%
FEN1 inh | 6.6% | -2.4% | -9.3% | -3.4% | -10.1% | -9.7% | 16.1% | 12.6%

#41 COc1ccc(OC)c(CCNC(=O)CSc2ccsc2[N+](=O)[O-])c1
#42 CN(C)c1ccc(NC(=O)COC(=O)c2cc(=O)c3ccccc3o2)cc1
#43 COCCCN1CN=C(NS(=O)(=O)c2ccc(NC(C)=O)cc2)NC1
#44 CCN1C(=O)c2cccc3c(S(=O)(=O)NCCc4c[nH]c5ccccc45)ccc1c23
#45 CC(Sc1nc(C(F)(F)F)nc2ccccc12)C(=O)NC1CCCC1 (stereo not given)
#46 COc1ccc(/C=N/NC(=O)COc2ccc(Cl)cc2Cl)cc1Cn1nc(C)cc1C
#47 CCN1C(=O)C(=O)N(CC(=O)N(C)CC(=O)Nc2ccccc2Cl)C1=O
#48 O=C1NC(=O)c2cc(NC(=O)C3CCCCC3)ccc21
Compound | 41 | 42 | 43 | 44 | 45 | 46 | 47 | 48
TDP1 block | 0.0% | 1.9% | -8.4% | 7.8% | -2.0% | 3.5% | -8.4%[0.505 µM] | 4.5%
N370S GC | -12.0% | -2.3% | . | -5.9% | 2.5% | 0.6% | -1.0% | -1.8%
FEN1 inh | 8.5% | 6.0% | -11.3% | 4.3% | -0.6% | 16.4% | -0.6% | 7.9%

#49 CCC(C)[C@H](NC(=O)NC1CC1)C(=O)O (stereo not given in full)
#50 O=C(CC(c1ccccc1)c1ccccc1)Nc1ccncc1
#51 COc1cccc(NC(=O)CC2SC(=Nc3ccccc3)NC2=O)c1 (stereo not given)
#52 COC(=O)C1=C(C)N(CC(C)C)C(=O)C1
#53 O=C(O)c1ccc(NC(=O)c2ccccc2NC(=O)c2ccccc2Br)cc1
#54 FC(F)(F)c1cccc(Cn2cnc(NC(=S)NCCc3ccccc3)n2)c1
#55 CCc1ccc(NC(=O)C2CCCN(S(=O)(=O)c3c(C)noc3/C=C/N(C)C)C2)cc1 (stereo not given)
#56 Cn1nnnc1SCC(=O)Nc1nc2ccccc2s1
Compound | 49 | 50 | 51 | 52 | 53 | 54 | 55 | 56
TDP1 block | 6.9% | . | 4.2% | 2.3% | 1.7% | 0.0% | -1.3% | 6.0%
N370S GC | -2.8% | -10.0% | 0.1% | -11.2% | 1.2% | -7.5% | . | 8.0%
FEN1 inh | -14.7% | 6.5% | -1.9% | -0.4% | -4.2% | 1.8% | -23.3% | -9.6%

#57 COc1ccc(N(CC(=O)N2CCc3ccccc3C2)S(=O)(=O)c2c(C)nn(C)c2C)cc1
#58 O=S(=O)(c1ccc(N2CCOCC2)c(Cl)c1)N1CCOCC1
#59 CCOc1ccccc1NC(=O)c1ccc(OCC)c([N+](=O)[O-])c1
#60 CCCn1c2ccccc2c2cnn(CC(=O)NCc3ccccc3Cl)c(=O)c21
#61 Cc1cccc(C)c1NC(=O)C(NC=O)c1ccccc1 (stereo not given)
#62 CC(=O)c1c(C)[nH]c(C(=O)N2CCN(c3ccc(F)cc3)CC2)c1C
#63 c1ccc2c(Cn3ccnc3)cccc2c1
#64 CC(=O)N1CCN(Cc2nc3cc(NC(=O)c4ccccc4C)ccc3n2C)CC1
Compound | 57 | 58 | 59 | 60 | 61 | 62 | 63 | 64
TDP1 block | 2.5% | 6.7% | 5.6% | 6.2% | -3.1% | 5.3% | 3.1% | -2.0%
N370S GC | 9.9% | -0.5% | 2.7% | . | 6.4% | -15.2% | -10.0% | 2.7%[12.8 µM]
FEN1 inh | 0.9% | 12.5% | -0.7% | -17.0% | 0.5% | -4.0% | -4.6% | -2.1%

#65 CN(C)CCNC(=O)C12CC3(C)CC(C)(CC(C)(C3)C1)C2
#66 O=C(Nc1cccnc1)NC1CCCCC1
#67 Cc1cccc(C)c1NC(=O)C(=O)NCC1CCCN1S(=O)(=O)c1ccccc1 (stereo not given)
#68 Cc1ccc(/C=C2/SC(=S)N(CCC(=O)N3CCN(C)CC3)C2=O)cc1
#69 COc1cccc(CN2CCN(Cc3ccc4cccc(F)c4n3)CC2CCO)c1 (stereo not given)
#70 CCn1cc([N+](=O)[O-])c(C(=O)NCc2ccc(Cl)cc2)n1
#71 CC1=Nc2cc(C(=O)NCC3CCCO3)ccc2Sc2ccc(Br)cc21 (stereo not given)
#72 CCC(C(=O)Nc1ccc(C(C)C)cc1)n1nc(C)n2c(cc3cc(C)ccc32)c1=O (stereo not given)
Compound | 65 | 66 | 67 | 68 | 69 | 70 | 71 | 72
TDP1 block | 0.0% | 3.6% | -2.3% | 3.6% | 1.9% | -6.2% | . | 2.5%
N370S GC | -1.1% | -0.1% | -2.2% | -3.9% | -0.7% | -0.6% | 0.0% | .
FEN1 inh | -10.2% | -3.8% | 1.4% | 2.5% | 4.1% | 17.3% | -17.5% | -17.1%

#73 Cc1cc(C)n2nc(SCc3c(F)cccc3Cl)nc2n1
#74 Cc1ccc2nc(-c3ccc(N)cc3)sc2c1S(=O)(=O)O
#75 Cc1ccc2c(COC(=O)C3CC(=O)N(c4ccc5c(c4)OCCO5)C3)cc(=O)oc2c1 (stereo not given)
#76 CCC1CCCCN1CCCNC(=O)c1ccc2c(c1)N(Cc1ccc(Cl)cc1)C(=O)c1ccccc1S2(=O)=O (stereo not given)
#77 CCOc1ccc(CNC(=O)CCS(=O)(=O)c2ccc3c(c2)NC(=O)CO3)cc1OC
#78 Cc1ccc(Cl)c(OCCCN(C)Cc2ccccc2)c1
#79 Cc1ccc(S(=O)(=O)N2CCN=C2SCc2c(F)cccc2Cl)cc1
#80 CN(C)c1ccc(NC(=O)CCCc2ccccc2)cc1
Compound | 73 | 74 | 75 | 76 | 77 | 78 | 79 | 80
TDP1 block | . | 31.6µM* | -0.1% | 10.4% | 3.3% | 5.8% | -3.8% | 6.8%
N370S GC | -0.1% | ? | . | . | -12.9% | -21.7% | -3.0% | -1.1%
FEN1 inh | 8.4% | . | 14.7% | 7.7% | 0.5% | -9.2% | -10.3% | -2.9%

4 compounds drawn at random from those above, as already listed:
#78 Cc1ccc(Cl)c(OCCCN(C)Cc2ccccc2)c1
#73 Cc1cc(C)n2nc(SCc3c(F)cccc3Cl)nc2n1
#79 Cc1ccc(S(=O)(=O)N2CCN=C2SCc2c(F)cccc2Cl)cc1
#74 Cc1ccc2nc(-c3ccc(N)cc3)sc2c1S(=O)(=O)O
Compound | 78 | 73 | 79 | 74
TDP1 block | 5.8% | . | -3.8% | 31.6µM*
N370S GC | -21.7% | -0.1% | -3.0% | ?
FEN1 inh | -9.2% | 8.4% | -10.3% | .

Assay outcomes deposited in PubChem by National Center for Advancing Translational Sciences (NCATS).
